H9c2 TAG inh = reduces triacylglycerol accumulation in H9c2 cells | Nile Red lipid (TAG) fluorescence; cells loaded with 200 µM oleic acid | inhibition, % at 12.5 µM | 230,000 compounds, 0.66% hits | AID 651582;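 active means pattern-corrected inhibition of lipid staining of at least 50% with the nuclear-stain viability signal not falling by more than 50%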;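 further: 0% = DMSO wells and 100% = triacsin C control wells; some results filed as inactive read as strong as hits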
H9c2 TAG inh DAPI viability = recorded beside H9c2 TAG inh, whose call it bears; DAPI nuclei signal change (viability), lower = more cytotoxic, %;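 whole-well DAPI fluorescence read on a plate reader as a viability signal; minus 50 percent equals half of cells still viable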
Numbers without * were called inactive.

SMILES	H9c2 TAG inh	H9c2 TAG inh DAPI viability
COc1ccc(N2CCN(C(=O)Nc3ccccc3Cl)CC2)cc1	-8.7	-1.3
COc1ccc(NC(=O)c2cc(NC(=O)C3CCCCC3C(=O)O)ccc2N2CCOCC2)cc1 (stereo not given)	2.9	4.1
CCc1ccccc1Nc1nc(N)nc(COC(=O)CCC(=O)c2ccc(F)cc2)n1	2.7	-1.1
COc1ccccc1NCC(=O)NN=C1CCS(=O)(=O)c2ccc(F)cc21	1.2	2.6
O=C(COC(=O)CCNS(=O)(=O)c1ccccc1F)Nc1nnc(-c2ccccc2)o1	-6.9	0.7
Cc1ccc(Nc2nc3nonc3[nH]c2=O)cc1Cl	3.5	-6.1
COc1ccc([C@@H]2[C@@H]3C(=O)N(C(C)(C)C)C(=O)[C@@H]3[C@]3(Cc4ccccc4)C(=O)N(c4ccc(Br)cc4)C(=O)N23)cc1	11.8	-3.8
CCCc1ccc(C(=O)NNc2ccc(F)cc2)cc1	-24.0	1.2
Cc1nc2ccc(C(=O)N(C)Cc3ccccc3)cn2c1N(C)C(=O)CCc1ccccc1	-3.2	-10.0
O=C(N/N=C/c1ccccc1)c1cccc2ccccc12	3.4	0.8
CC(C)(C)OC(=O)N1CCC(NC(=O)c2nc[nH]c2C(=O)N2CCc3ccccc3C2)CC1	24.4	-6.3
COC(=O)CCC(=O)NC(=S)Nc1ccc(S(=O)(=O)N2CCCC2)cc1	9.8	-0.6
O=C(Nc1ccc2oc(-c3ccc4ccccc4c3)nc2c1)c1cccs1	33.0	21.1
CSc1cccc(NC(=S)N(Cc2ccccc2)Cc2cccnc2)c1	3.7	-1.1
N#Cc1ccc(Oc2cc(C(F)(F)F)nc(-c3ccccn3)n2)cc1	0.9	-4.1
CCOC(=O)C1(C)CCN1C(=O)c1ccc(OC)c(OC)c1 (stereo not given)	-2.3	-1.7
CC(C)(C)c1ccc(S(=O)(=O)N2CCC(O)(c3ccc(Cl)cc3)CC2)cc1	-3.8	5.3
CC(=O)Nc1cccc(N=NN2CCCCC2)c1	4.9	2.8
O=C(COC(=O)c1cc(S(=O)(=O)N2CCCC2)ccc1O)NCCc1ccccc1	-6.7	1.6
CCC(C)(C(=O)NC1CCCCC1)N(Cc1ccco1)C(=O)Cc1cccs1 (stereo not given)	4.2	5.5
Cc1[nH]n(-c2ccccc2)c(=O)c1C(=O)c1ccccc1	-3.4	-4.3
CC(C)N(C(=O)CSc1ccc(S(=O)(=O)N2CCCCC2)cn1)c1ccccc1	-31.0	-2.2
CC1(C)CC(=O)C2=C(C1)N(c1ccccc1)C(N)=C(C#N)C2c1ccccc1 (stereo not given)	16.9	-10.8
O=C(NNC(=O)C(c1ccccc1)c1ccccc1)c1ccccc1O	-10.8	-13.6

Taken from above.
`O=C(NNC(=O)C(c1ccccc1)c1ccccc1)c1ccccc1O` – H9c2 TAG inh DAPI viability = -13.6
`COc1ccc(NC(=O)c2cc(NC(=O)C3CCCCC3C(=O)O)ccc2N2CCOCC2)cc1` (stereo not given) – H9c2 TAG inh DAPI viability = 4.1
`O=C(Nc1ccc2oc(-c3ccc4ccccc4c3)nc2c1)c1cccs1` – H9c2 TAG inh DAPI viability = 21.1
`COc1ccc(N2CCN(C(=O)Nc3ccccc3Cl)CC2)cc1` – H9c2 TAG inh = -8.7
`CSc1cccc(NC(=S)N(Cc2ccccc2)Cc2cccnc2)c1` – H9c2 TAG inh DAPI viability = -1.1

(more compounds)
SMILES	H9c2 TAG inh	H9c2 TAG inh DAPI viability
CCCc1nn(CCc2ccccn2)c(N)c1CC	-6.6	6.0
CCOC(=O)N1C2CCC(C2)N1C(=O)OCC	-14.6	6.1
C#CCNC(=O)C1=C[C@@H](c2ccc(Br)cc2)[C@H](CCCO)[C@@H](OCC)O1	-0.1	-1.1
O=C(O)CSCc1ccc(Cl)cc1	-6.8	-8.6
COCCN(C(=O)CC(C)(C)C)c1nnc(-c2cccnc2)s1	-4.8	1.1
CCCN(Cc1nnc(-c2cccs2)o1)C(=O)CN1C(=O)NC2(CCC(C)CC2)C1=O (stereo not given)	-4.4	-2.6
Cc1cc(NCc2ccc(F)cc2)nc2cc(Cl)ccc12	17.5	-7.5
COC(=O)CCC(=O)OC1(C)C(=O)C=C2C=C(C3CC3)N(c3cccc(C#N)c3)C=C2C1=O (stereo not given)	4.5	8.8
COc1ccc(NC(=O)NCCN2CCN(c3cccc(Cl)c3)CC2)cc1	-2.8	-2.8
COc1ccc(O)c(CN2CCCC(C(=O)Nc3cccc(-n4cccn4)c3)C2)c1 (stereo not given)	6.5	1.6
FC(F)(F)c1nnc(-c2ccccc2)nc1Oc1ccccc1	-10.8	3.6
COc1ccc(C(=O)N2c3ccc(F)cc3CCC2C)cc1OC (stereo not given)	4.5	-19.4
Oc1cccc(CN2CCOCC2)c1O	-9.8	-0.4
CCOC(=O)NCc1ccc2c(c1)OCO2	-6.1	10.5
Cn1c(=O)c2c(n(Cc3ccccc3)c1=O)NC(=O)C2CC(=O)N1CCc2ccccc2C1 (stereo not given)	5.2	-9.0
COc1ccc(-c2[nH]nc3oc(=O)cc(C)c23)cc1	1.3	-7.7
CCCCn1c(SCc2ccccn2)nc2c1c(=O)n(C)c(=O)n2C	-8.7	-6.7
COc1ccccc1NCCC(=O)OCC(=O)NCc1ccco1	-1.9	8.7
COCCNC(=O)C1(C)CCCN(Cc2csc(-c3ccc(Cl)cc3)n2)C1 (stereo not given)	-12.0	3.2
CCOc1ccccc1NC(=O)CSc1c(C)n[nH]c1C	-7.4	6.5
Cc1nc2c(c(C)c1C#N)C(=O)c1ccccc1-2	1.7	-4.3
Cc1cccc(C)c1OCCn1nnc2ccccc21	1.5	-4.0
COc1ccc(-c2ccnc(-c3ccc(OCCCF)cc3)n2)cc1	-6.6	3.1
CCCCNC(=O)Oc1cccc(N2CCCC2=O)c1	-17.9	2.7
O=C(c1ccc(F)c(S(=O)(=O)N2CCOCC2)c1)N1CCc2ccccc21	14.2	-0.5
CC1(C(=O)Nc2ccc(Cl)c(Cl)c2)CCN1CCc1ccccc1 (stereo not given)	-6.7	-3.4
CCCCSc1nc(C)cc(NC(=S)Nc2ccc(OC)cc2)n1	29.5	-11.1
CN(CC(=O)Nc1ccccc1C(F)(F)F)C(=O)COc1ncnc2ccccc12	6.1	-1.8
COC(=O)[C@H](CC(C)C)NS(=O)(=O)N(Cc1ccccc1)[C@@H](CC(C)C)C(=O)OC	-7.3	-3.5
Cc1ccc(OCC(=O)N2CC(C)CC(C)C2)c([N+](=O)[O-])n1 (stereo not given)	0.1	5.5
CCN(C[C@H]1N[C@@](C)(C(=O)OC)[C@H]2C(=O)N(Cc3ccccc3)C(=O)[C@@H]12)C(=O)c1ccc(C)cc1	-2.8	-6.5
O=C(Nc1ccc(S(=O)(=O)N2CCCCCC2)cc1)c1[nH]ncc1[N+](=O)[O-]	28.0	-44.8
C=CCN=C1SCC(=O)N1S(=O)(=O)c1ccc(C)cc1	-12.8	7.7
Cc1ccc(C(=O)NCCc2ccc(S(=O)(=O)N3CCCC3)cc2)cc1	-7.3	-1.1
CC(C)(C)OC(=O)N1CCC(CC2CC(c3cccc(Br)c3)=NO2)(C(=O)O)CC1 (stereo not given)	-2.0	-1.5
C#CCOCCOCCOCCNc1nc(N2CCN(C(=O)C([C@@H](C)O)n3cc([C@@H](N)CCCCN)nn3)CC2)nc(N2CCN(C(=O)[C@H](CCC(=O)O)n3cc([C@@H](N)[C@H](C)CC)nn3)CC2)n1 (stereo not given in full)	1.2	-4.6

Grouped by structure, the entries above containing a thiophene ring, fused or not (three)
SMILES	H9c2 TAG inh	H9c2 TAG inh DAPI viability
O=C(Nc1ccc2oc(-c3ccc4ccccc4c3)nc2c1)c1cccs1	33.0	21.1
CCC(C)(C(=O)NC1CCCCC1)N(Cc1ccco1)C(=O)Cc1cccs1 (stereo not given)	4.2	5.5
CCCN(Cc1nnc(-c2cccs2)o1)C(=O)CN1C(=O)NC2(CCC(C)CC2)C1=O (stereo not given)	-4.4	-2.6

The list goes on.
SMILES	H9c2 TAG inh	H9c2 TAG inh DAPI viability
C=CCn1c2ccccc2c(=O)c2cc(C#CC3(O)CCCCC3)ccc21	-3.0	23.4
O=C(CCCCCCCC(=O)NCC1CCCO1)NCC1CCCO1 (stereo not given)	-5.0	1.9
COc1ccc(OC)c(NC(=O)C2(C)CCN2C(C)C)c1 (stereo not given)	-6.3	-1.5
CCCOc1cccc(C(=O)Nc2cc(NC(=O)c3ccco3)ccc2OC)c1	19.2	1.6
O=C(NC1CCCCCCC1)c1ccc(F)c(S(=O)(=O)N2CCOCC2)c1	-14.0	2.1
COc1cc(C)ccc1OCCOCCN(C)Cc1ccccc1	-2.7	-0.1
COc1ccc(CN2CCNC(=O)C2CC(=O)NC2CCCCCC2)c(C)c1C (stereo not given)	-5.5	0.2
CCC(C)NC(=O)COc1ccc(OCc2ccccc2)cc1 (stereo not given)	-10.8	-2.9
OC(C#CCN1CCOCC1)c1cccs1 (stereo not given)	9.5	-15.3
CC(C)(C)C(=O)NC(=S)Nc1cc(C(F)(F)F)ccc1N1CCOCC1	3.7	9.8
CCCc1nnc(SCC(=O)N2CCCC2)n1CC1CCCO1 (stereo not given)	2.0	-4.6
C=CC[C@H](CC(=O)NCCO)C(=O)NC[C@H](OC(=O)[C@@H](CC=C)Cc1ccc(F)cc1)c1ccccc1	7.5	-10.8

Exported in CSV form: entries from further up
Compound,H9c2 TAG inh,H9c2 TAG inh DAPI viability
O=C(O)CSCc1ccc(Cl)cc1,-6.8,-8.6
COc1ccc(N2CCN(C(=O)Nc3ccccc3Cl)CC2)cc1,-8.7,-1.3
COC(=O)CCC(=O)NC(=S)Nc1ccc(S(=O)(=O)N2CCCC2)cc1,9.8,-0.6
Cc1[nH]n(-c2ccccc2)c(=O)c1C(=O)c1ccccc1,-3.4,-4.3

Additional records follow:
SMILES	H9c2 TAG inh	H9c2 TAG inh DAPI viability
CC(C)OC(=O)c1nnn(-c2nonc2N)c1CSc1ccccn1	10.2	6.9
CC(C)N(Cc1ccccc1)C(=O)COC(=O)/C=C/c1cnc2ccccc2n1	3.3	0.1
COc1ccc(Cn2c(C)nnc2-c2cnn(C)c2N)cc1	13.4	9.1
Cc1cccc(OCC(=O)Nc2ncn[nH]2)c1C	-3.6	1.2
Cc1ncc(CO)c2cc(-c3nnc(Nc4ccc5c(c4)OCO5)s3)c(=O)oc12	12.5	-9.1
CC1(C(=O)NS(=O)(=O)c2cccc(Cl)c2)CCN1C(=O)Cc1ccccc1 (stereo not given)	-15.7	10.4
CCN(Cc1nc2ccccc2c(=O)[nH]1)Cc1nc2cc(OC)c(OC)cc2c(=O)[nH]1	2.8	-2.1
O=C(O)CCCCNS(=O)(=O)/C=C/c1ccccc1	1.8	16.2
COc1ccc(CNC(=O)C(c2ccncc2)N(C(=O)Cc2cccs2)c2ccccc2)cc1 (stereo not given)	2.5	-13.6
N#Cc1c(Nc2ccc(F)cc2)sc(C(=O)c2ccccc2)c1N	1.0	-1.2
CC1CCc2nc(NC(=O)CN3CCOCC3)sc2C1 (stereo not given)	7.7	-6.1
O=C(N/N=C/c1ccc(N2CCOCC2)s1)c1ccccc1Cl	-5.0	-1.5
CCN(CC)C(=O)C(=O)c1cccn1-c1cccc(Cl)c1C#N	-3.3	1.3
O=C(O)C1CCCN1C(=O)Nc1ccccc1 (stereo not given)	11.0	-6.9
Cn1c(-c2ccc(-c3ccccc3)cc2)c[nH]c1=S	5.7	7.7
O=C(Nc1ccccc1Cl)c1cc[n+](Cc2ccc([N+](=O)[O-])cc2)cc1	16.9	-10.7
CCOc1ccc(NC(=O)CN(C)C(=O)c2ccccc2Cc2ccccc2)cc1OCC	10.4	2.6
C/C(=N\NC(N)=O)c1ccc(Cl)cc1	-12.8	3.9
COc1ccccc1/C=N/NC(=O)CNC(=O)c1ccc(S(=O)(=O)N(C)C)cc1	16.4	-5.4
Cc1ccc(CNC(=O)c2cc(-c3ccccc3C)n(CC3CC(c4cccc([N+](=O)[O-])c4)=NO3)n2)cc1 (stereo not given)	-29.9	1.2
Cc1cc(Cl)ccc1C(=O)C1CCCN(C(=O)CCn2cncn2)C1 (stereo not given)	-16.9	1.2
CCn1c(Cc2c(C)[nH]c3ccccc23)nnc1SCC(=O)NCc1ccccc1	-3.3	9.7
COc1ccc(CC(N)c2csc(NC(=O)CCc3ccccc3)n2)cc1 (stereo not given)	28.4	6.7
CNc1snc(C)c1C(=O)OCC(=O)c1cc(F)ccc1OC	-26.2	1.6
CC1CC(C)CN(S(=O)(=O)c2cc3c(cc2Cl)NC(=O)CO3)C1 (stereo not given)	1.4	-8.6
O=C(Nc1ccc(Cc2ccncc2)cc1)c1ccc(N2CCOCC2)c([N+](=O)[O-])c1	10.9	-3.6
COc1cc(/C=N/Nc2cc(C)nc(NS(=O)(=O)c3ccccc3)n2)ccc1O	10.9	-1.1
O=c1[nH]ncn1-c1cccc(C(F)(F)F)c1	3.0	2.2
Cc1ccc(S(=O)(=O)NCC(=O)OC(C)C(=O)c2ccccc2)cc1 (stereo not given)	0.0	3.1
CCCN1C(=O)c2ccc(C(=O)Nc3cc(C)ccc3O)cc2C1=O	1.3	2.0
CCc1cc2c(=O)n(CC)c(SC(C)C(=O)Nc3c(C)n(C)n(-c4ccccc4)c3=O)nc2s1 (stereo not given)	2.1	-4.3
O=C(O)c1cc(-c2ccc3c(c2)OCO3)nc2ccccc12	10.3	-15.3
Cc1noc(C(=O)N2CCN(c3ccccc3)CC2)c1Cl	3.9	-1.5
NN=C(NN=Cc1ccccc1)c1ccccc1	-3.1	-1.0
O=C(COC(=O)C1CC1)Nc1cccc(Cl)c1	-8.2	1.2
S=c1[nH]nc(-c2ccccn2)n1/N=C/c1ccc(Cl)cc1	-0.2	-5.3
C/C(CCC(C)C)=N\NC(=S)Nc1cc(S(=O)(=O)N2CCOCC2)ccc1N1CCOCC1	-20.8	6.0
O=C(NCCCO)c1ccc2nc(-c3ccco3)c(-c3ccco3)nc2c1	1.2	-2.5
Cc1ccc(C)c(OCCOCCN2CC(C)OC(C)C2)c1C (stereo not given)	3.4	8.8

Screening data from PubChem BioAssay.

An excerpt; rates above refer to the full screens.
